Screening results: PubChem BioAssay, National Center for Advancing Translational Sciences (NCATS)
aGal spleen mod: qHTS Assay for Inhibitors and Activators of Human alpha-Galactosidase From Spleen Homogenate | hit rate 0.008% among 240,000 | human spleen homogenate, 4MU-alpha-Gal fluorescence, 40 min | Alpha-galactosidase A (Homo sapiens), P06280 | Potency, µM (top dose mostly 80 µM), for inactives: at the top dose activity change, negative = inhibition, most hits filed as inhibitors;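 also: 0% = enzyme with vehicle and -100% = no enzyme basal signal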
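qHTS titration in buffer at pH 5.0. Alpha-galactosidase activity in spleen homogenate was measured via 4-methylumbelliferone release from 1 mM fluorogenic substrate after 40 min at 37C and a pH 10 stop. AC50 came from Hill fits of control-normalized data.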
Tau fluor cs: Counterscreen qHTS for Inhibitors of Tau Fibril Formation, Fluorescence Polarization; tau K18 P301L Alexa594 fluorescence, heparin fibrillization; Potency, µM (doses to about 57.7 µM), for the others: at the top dose activity change, negative = decrease; hit rate 0.93% among 280,000; also: % is scaled to controls: 0 for no effect and ±100 for the full control effect; nearly all actives have a fitted effect of over 55% in size
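Human tau K18 P301L (15 uM unlabeled, 0.24 uM Alexa 594-labeled) in 100 mM sodium acetate pH 7 with 20 uM heparin, 6 hr at 37 C. ThT 30 uM added, 1 hr ambient; Alexa 594 FP and total fluorescence read at 555/632 nm.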
NPSR antagonist: qHTS Assay for Antagonists of the Neuropeptide S Receptor: cAMP Signal Transduction; Potency, µM (highest dose often 38.3 µM), without a hit: at the highest dose activity change, negative = inhibition, hits mostly inhibitors; CHO-NPSR cells, cAMP TR-FRET, antagonist mode; hit rate 1% among 220,000; Q6W5P4; also: % is scaled to controls: 0 for no effect and ±100 for the full control effect; nearly all actives have a fitted effect of over 50% in size; many of its hits are not listed in these tables
Target sequence (Q6W5P4 whole entry, looked up): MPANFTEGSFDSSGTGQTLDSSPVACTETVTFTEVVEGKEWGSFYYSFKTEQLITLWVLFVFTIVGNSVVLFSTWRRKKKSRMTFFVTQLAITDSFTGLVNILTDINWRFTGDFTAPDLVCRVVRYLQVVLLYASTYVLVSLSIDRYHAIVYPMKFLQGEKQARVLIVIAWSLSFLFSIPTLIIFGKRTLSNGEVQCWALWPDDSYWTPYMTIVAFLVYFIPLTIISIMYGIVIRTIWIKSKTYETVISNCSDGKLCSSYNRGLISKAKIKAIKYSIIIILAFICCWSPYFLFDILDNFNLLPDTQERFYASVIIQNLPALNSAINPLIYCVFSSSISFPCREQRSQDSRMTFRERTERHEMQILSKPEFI
Epigenetic reg: Quantitative High-Throughput Screen for Regulators of Epigenetic Control. hit rate 0.2% among 280,000. murine LDR cells, GFP reporter derepression, 30 h. Potency, µM (highest dose often 53.9 µM), without a hit: top-dose GFP activation, usual class: activators; also: % of control where 0% means no effect; nearly all actives have a fitted effect of over 60% in size
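Murine LDR cells carrying a silenced, genomically integrated CMV-driven GFP reporter were exposed to compound for 30 hours at 37 C. After PBS washes, GFP-positive cells (20–120 um objects) were counted by laser-scanning microplate cytometry.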
GAA inh: qHTS Assay for Inhibitors of Human alpha-Glucosidase as a Potential Chaperone Treatment of Pompe Disease. Lysosomal alpha-glucosidase (Homo sapiens), P10253. hit rate 0.005% among 200,000. Potency, µM (titrated, usually from 76.9 µM), for the others: at the top dose activity change, negative = inhibition, usual class: inhibitors. purified human GAA, 4-MU-alpha-glucoside fluorescence. AID 1466, 2008;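 also: plate controls were uninhibited enzyme wells for no effect and no-enzyme background for full effect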
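Human enzyme at 4 nM with 400 uM 4-methylumbelliferyl-alpha-D-pyranoside, citrate/phosphate buffer pH 5.0, 0.005% Tween-20, 20 min at room temperature. Compounds up to 77 uM. 4-MU fluorescence (Ex 365/Em 440) read after NaOH/glycine stop; AC50 from Hill fit.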
ALDH1A1 inh: qHTS Assay for Inhibitors of Aldehyde Dehydrogenase 1 (ALDH1A1); Aldehyde dehydrogenase 1A1 (Homo sapiens), P00352; Purified ALDH1A1, NADH fluorescence, propionaldehyde substrate; Potency, µM (highest dose often 75.3 µM), for the others: at the top dose activity, negative = inhibition, most hits filed as inhibitors; hit rate 7.3% among 220,000; AID 1030, 2008; active = well fitted inhibition curve with a large enough effect, not every such curve was filed as active; inconclusive = small, poorly fitted or top-dose-only effect, or another doubt; inactive = no such curve, though single readings can be large or run the other way;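 also: plate controls were no enzyme wells and a reference inhibitor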
Target sequence (P00352 whole entry, looked up): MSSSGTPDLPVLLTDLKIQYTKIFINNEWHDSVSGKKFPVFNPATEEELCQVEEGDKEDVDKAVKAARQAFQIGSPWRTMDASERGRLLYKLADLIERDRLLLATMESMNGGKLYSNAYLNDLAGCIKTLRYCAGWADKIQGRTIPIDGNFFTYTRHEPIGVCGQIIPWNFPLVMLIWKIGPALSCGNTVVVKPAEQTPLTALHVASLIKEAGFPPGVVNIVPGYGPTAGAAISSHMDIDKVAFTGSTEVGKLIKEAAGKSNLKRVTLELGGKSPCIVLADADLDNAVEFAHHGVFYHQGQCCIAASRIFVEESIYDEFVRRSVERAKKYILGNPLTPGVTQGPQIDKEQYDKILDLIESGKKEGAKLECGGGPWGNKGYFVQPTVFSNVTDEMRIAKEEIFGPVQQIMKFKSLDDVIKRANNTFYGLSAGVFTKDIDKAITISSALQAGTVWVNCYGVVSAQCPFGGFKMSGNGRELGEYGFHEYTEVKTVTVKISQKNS
GAA spleen mod: qHTS Assay for Inhibitors and Activators of Human alpha-Glucosidase From Spleen Homogenate. Lysosomal alpha-glucosidase (Homo sapiens), P10253. human spleen homogenate, 4-MU-alpha-glucoside fluorescence. Potency, µM (titrated, usually from 79.9 µM), without a hit: at the highest dose activity change, negative = inhibition, hits mostly inhibitors. hit rate 0.006% among 240,000. AID 2112, 2009;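 also: 0% = enzyme with vehicle and -100% = no enzyme basal signal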
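AC50 values come from Hill-equation fits of concentration-response data, normalized to no-enzyme and full-activity controls. Enzyme source: 1 ug human spleen homogenate; 1 mM fluorogenic 4-MU glucoside, pH 5.0 citrate buffer, 37 C, 40 min.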
GAA glycogen mod: qHTS Assay for Inhibitors and Activators of Human alpha-Glucosidase Cleavage of Glycogen | Lysosomal alpha-glucosidase (Homo sapiens), P10253 | recombinant GAA, glycogen substrate, Amplex Red glucose oxidase fluorescence | Potency, µM (titrated, usually from 76.4 µM), without a hit: top-dose activity change, negative = inhibition, hits mostly inhibitors | hit rate 0.38% among 300,000;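 also: 0% = full enzyme reaction and -100% = no-enzyme basal signal; the screen sought inhibitors and activators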
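qHTS, 1536-well; enzyme 4 nM final; cpd up to 77 uM; substrate bovine liver glycogen 30 ug; 50 mM citrate/phosphate pH 5.0, 0.01% Tween-20; 37 C, 40 min; Amplex Red detection 45 min RT; Hill fit → AC50.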
Numbers without * were called inactive; ? = inconclusive; · = not tested or not shown; & = joins results of further samples; [ ] = another dose, or the depositor's remark. Unless noted, calls follow the shape of the dose curve; as a rule, active = well fitted curve in the direction sought with a large enough effect; inconclusive = small, poorly fitted or top-dose-only effect, or another doubt; inactive = no such curve, though single readings can be large; an effect the other way counts as inactive or inconclusive. Potency is read from the fitted curve at half-maximal effect.

SMILES	aGal spleen mod	Tau fluor cs	NPSR antagonist	Epigenetic reg	GAA inh	ALDH1A1 inh	GAA spleen mod	GAA glycogen mod
COc1cccc(C(=O)N2CCN(Cc3cn[nH]c3-c3ccc(F)cc3F)CC2)c1	4%	-3%	5%	2.5%	-9%	?	0%	8%
Cc1nn(-c2ccccc2)c2c1C(c1ccc([N+](=O)[O-])cc1)C(C#N)=C(N)O2 (stereo unspecified)	2%	?	15%	3.2%	-3%	14µM*	3%	-16%
COC(=O)c1c(NC(=O)C(C)(C)C)csc1C	-6%	-8%	12%	0.9%	7%	15%	-2%	7%
Cc1nc2ccc(Br)cn2c(=O)c1Cl	5%	1%	7%[46.1 µM]	-0.2%	-2%	5%	-3%	8%
CC(C)[C@H](NC(=O)NCc1ccc(Cl)cc1)C(=O)O	-1%	7%	-5%[46.1 µM]	0.0%	4%	11%	-4%	3%
CCOc1ncccc1C(=O)Nc1ccc(OC)c(S(=O)(=O)N2CCCCC2)c1	8%	0%	-3%	0.0%	-7%	?	2%	4%
COc1cccc(NC(=O)COc2nc3ccccc3nc2C)c1	4%	-13%	-3%	4.8%	0%	?	2%	0%
CC1CCN(c2c(NCC3CCC(C(=O)NC4CCCCCC4)CC3)c(=O)c2=O)CC1 (stereo unspecified)	15%	?	-8%	-2.9%	·	·	2%	-1%
CCOC(=O)N1CCC(N2C(=O)c3ccccc3C2Nc2cc(Cl)c(OC)cc2OC)CC1 (stereo unspecified)	-5%	-23%	-7%	-1.0%	0%	-3%	-7%	-10%
CCOCc1nnc(NC(=O)c2ccc(NC(C)=O)cc2)s1	-8%	1%	3%	0.0%	1%	1%	-8%	11%
COc1cccc(-c2ccc3ncnc(NCc4cccs4)c3c2)c1	2%	?	·	2.0%	·	?	3%	·
COC(=O)c1c(NC(C)=O)sc(C)c1C	1%	-6%	32%	-2.4%	-2%	9%	3%	-2%
C=CCCCCCCCCC(=O)NNC1=CC(=O)CC(C)(C)C1	-6%	-7%	-8%[46.1 µM]	-0.9%	9%	-9%	-12%	-22%
O=C(NCC1CCCO1)c1cc2c(s1)CCC2 (stereo unspecified)	6%	-4%	19%	-1.8%	-2%	-6%	0%	0%
CCC(Cc1ccccc1)NC(=O)C1=C(C)C(=O)OC12CCC(C)CC2 (stereo unspecified)	0%	-2%	-9%	2.6%	0%	1%	·	2%
O=C(c1coc(=O)c(Br)c1)N1CCCc2ccccc21	4%	-26%	-25%[7.67 µM]	-7.7%	?	?	-4%	?
COc1ccc(/C=N/NC(=O)c2ccc(COCC(F)(F)C(F)F)cc2)cc1	-4%	-5%	3%	1.1%	?	30%[activator]	0%	-5%
CCCCNC(=S)NC(=O)c1ccc([N+](=O)[O-])cc1	-9%	-22%	-18%[46.1 µM]	-2.8%	-6%	-14%	2%	-12%
COc1ccc(/C=N/NC(=O)c2nonc2C)cc1	-9%	3%	-2%[46.1 µM]	0.0%	-1%	1%	4%	-20%
Cc1c(NC(=S)/C=C2\N(C)c3ccccc3C2(C)C)c(=O)n(-c2ccccc2)n1C	-11%	20%	-19%[46.1 µM]	0.0%	0%	-5%	-20%	?
Cc1cc(C(=O)OCC(=O)Nc2ccccc2)c(C)o1	-6%	-2%	1%	1.1%	1%	1%	-2%	16%
CC(NC(=O)Nc1ccc([N+](=O)[O-])cc1)C(c1ccccc1)N1CCOCC1 (stereo unspecified)	1%	-11%	-22%	1.4%	-11%	2.5µM*	-3%	10%
CCCNC(=O)NS(=O)(=O)c1cnccc1Sc1ccc(Cl)cc1	-4%	2%	-18%[46.1 µM]	-2.3%	1%	17%	-14%	8%
O=C(COc1ccc(Cl)cc1)NCc1nnc(SCC(=O)Nc2ccccc2)o1	4%	-19%	-13%[46.1 µM]	-3.2%	-6%	?	5%	12%
CCOC(=O)c1oc2ccccc2c1CN1CCN(c2ccccc2)CC1	7%	-17%	?	0.0%	-9%	-16%	-6%	-3%
The results go on:
SMILES	aGal spleen mod	Tau fluor cs	NPSR antagonist	Epigenetic reg	GAA inh	ALDH1A1 inh	GAA spleen mod	GAA glycogen mod
CCCCn1c(N)c(Br)c(=O)[nH]c1=O	-1%	-6%	16%	2.4%	·	·	0%	4%
CC(O)c1n(C)c(Cl)c[n+]1C (stereo unspecified)	5%	-7%	-10%[46.1 µM]	2.7%	-7%	6%	3%	-4%
Cc1cccc(NCc2nc(SCC(N)=O)n[nH]2)c1	-4%	0%	-3%[46.1 µM]	-2.2%	-6%	0%	3%	6%
O=C(c1cnc(N2CCN(c3ncccn3)CC2)c2ccccc12)N1CCN(c2ccccn2)CC1	15%	-5%	-16%[46.1 µM]	-1.4%	-6%	?	10%	1%
Cc1c(C(=O)NC(C(C)C)C(C)C)cccc1[N+](=O)[O-]	?	8%	2%	-2.8%	-2%	10%	1%	-6%
CC(=O)Nc1cc(C(C)(C)C)c(O)c(C(C)(C)C)c1	5%	-7%	-19%[46.1 µM]	3.5%	-10%	11µM*	1%	14µM*
CS(=O)(=O)c1ccc(C(=O)OCC(=O)NC2CCS(=O)(=O)C2)cc1[N+](=O)[O-] (stereo unspecified)	-2%	?	12%	6.4%	5%	-3%	-5%	1%
CCOc1ccc(-c2cc(NC(=O)Cn3ncc4c3-c3ccccc3OC4)on2)cc1OCC	0%	?	-26%[46.1 µM]	6.6%	-14%	9%	4%	1%
CC(C)c1ccc(NC(=O)c2cc3c(=O)n(C)c4ccccc4c3n2C)cc1	-5%	-15%	-13%	0.0%	·	·	-4%	-18%
CCOC(=O)N1CCC(NC(=O)c2cc(S(=O)(=O)N3CCCC3)cn2C)CC1	0%	0%	-10%[46.1 µM]	-1.1%	-2%	-7%	-9%	-2%
Cc1cc(C)c(-c2cc(C(F)(F)F)no2)c(=O)[nH]1	0%	-5%	5%[46.1 µM]	-7.6%	11%	?	-8%	0%
NC(=O)c1nc(N2CCOCC2)nc(N2CCOCC2)n1	2%	7%	18%[46.1 µM]	-1.0%	-4%	-16%	8%	-2%
CC(C)NCC(O)COc1ccc(CCOCC2CC2)cc1 (stereo unspecified)	-2%&5%&-4%&2%&0%	-5%&-1%&-3%&-9%&-12%	15%	0.9%&-1.2%&0.8%&0.0%&2.3%	-5%&-4%&1%[15.4 µM]	-3%&-6%&-10%	?	1%&-4%&-4%
O=C(Cc1cccs1)N(CC1CCCO1)C1(C(=O)NC2CCCC2)CCCCC1 (stereo unspecified)	-4%	0%	-41%	7.1%	2%	2%	3%	3%
COCc1cc(=O)[nH]c(Nc2nc(C)c3ccccc3n2)n1	6%	-6%	-5%[46.1 µM]	-1.0%	-13%	20µM*	1%	3%
Cc1ccccc1NC(=O)C1Cc2ccccc2C(=O)O1 (stereo unspecified)	-4%	2%	2%[46.1 µM]	0.0%	-9%	?	5%	3%
CCn1c(=S)sc2c(=O)n(-c3ccccc3)c(SC)nc21	-9%	-18%	?	-1.9%	-7%	-21%	-15%	-12%
C=CCn1c(SCCC)nc2sc3c(c2c1=O)CCc1ccccc1-3	3%	-15%	-24%	-0.1%	0%	-6%	1%	7%
C/C(=N\NC(=O)CSCc1ccc(Cl)cc1)c1ccc2c(c1)OCCO2	4%	-22%	-3%[46.1 µM]	-0.2%	-1%	-3%	-1%	?
COc1ccc2oc(C(=O)OCC(=O)/C(C#N)=C(\C)N)c(C)c2c1	-3%	-5%	-46%	2.2%	6%	?	-2%	15%
CC1=C(C)C(=O)N(c2ccccn2)C1=O	4%	5%	12%[46.1 µM]	0.7%	-8%	6%	1%	13%
OCCN1CCN(CC(O)COCc2ccc3c(c2)OCO3)CC1 (stereo unspecified)	-1%	-2%	-3%[46.1 µM]	0.0%	-2%	?	-4%	-11%

Two records picked at random from the list so far:
SMILES	aGal spleen mod	Tau fluor cs	NPSR antagonist	Epigenetic reg	GAA inh	ALDH1A1 inh	GAA spleen mod	GAA glycogen mod
CC(=O)Nc1cc(C(C)(C)C)c(O)c(C(C)(C)C)c1	5%	-7%	-19%[46.1 µM]	3.5%	-10%	11µM*	1%	14µM*
Cc1ccccc1NC(=O)C1Cc2ccccc2C(=O)O1 (stereo unspecified)	-4%	2%	2%[46.1 µM]	0.0%	-9%	?	5%	3%

Entries from the list above with a Cl atom:
SMILES	aGal spleen mod	Tau fluor cs	NPSR antagonist	Epigenetic reg	GAA inh	ALDH1A1 inh	GAA spleen mod	GAA glycogen mod
Cc1nc2ccc(Br)cn2c(=O)c1Cl	5%	1%	7%[46.1 µM]	-0.2%	-2%	5%	-3%	8%
CC(C)[C@H](NC(=O)NCc1ccc(Cl)cc1)C(=O)O	-1%	7%	-5%[46.1 µM]	0.0%	4%	11%	-4%	3%
CCOC(=O)N1CCC(N2C(=O)c3ccccc3C2Nc2cc(Cl)c(OC)cc2OC)CC1 (stereo unspecified)	-5%	-23%	-7%	-1.0%	0%	-3%	-7%	-10%
CCCNC(=O)NS(=O)(=O)c1cnccc1Sc1ccc(Cl)cc1	-4%	2%	-18%[46.1 µM]	-2.3%	1%	17%	-14%	8%
O=C(COc1ccc(Cl)cc1)NCc1nnc(SCC(=O)Nc2ccccc2)o1	4%	-19%	-13%[46.1 µM]	-3.2%	-6%	?	5%	12%
CC(O)c1n(C)c(Cl)c[n+]1C (stereo unspecified)	5%	-7%	-10%[46.1 µM]	2.7%	-7%	6%	3%	-4%
C/C(=N\NC(=O)CSCc1ccc(Cl)cc1)c1ccc2c(c1)OCCO2	4%	-22%	-3%[46.1 µM]	-0.2%	-1%	-3%	-1%	?

A portion of the library (hit frequency here may not be typical).
